# SENP1 inh = inhibitors of human SENP1 SUMO protease catalytic domain | recombinant SENP1 catalytic domain, CyPet-SUMO1-YPet FRET cleavage | inhibition, % at 10 µM | 360,000 compounds, 0.21% hits;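 active means inhibition at least 30% at 10 µM, raw YFP signal under a set limit, fluorescence ratio 0.5 to 1.5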;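 further: 0% = enzyme with DMSO and 100% = no enzyme wells; some results filed as inactive read as strong as hits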
#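 Compound: 10 µM single point, 0.5% DMSO; Test system: hSENP1 catalytic domain, recombinant; Timing: 50 min reaction at room temperature; Technique: FRET, CFP and YFP emission; Control set: no-enzyme wells low, DMSO-plus-enzyme wells high control.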
# NLRP3 yeast inh = NALP3 inhibition in yeast; AID 2825; inhibition, % at 10 µM; Yeast reconstituted NLRP3/ASC/caspase-1, beta-gal luminescence, 24 h; 330,000 compounds, 0.39% hits;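 active means inhibition of 50% or more; inactive means inhibition below 50%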;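 further: plate controls were induced DMSO wells for no effect and uninduced yeast grown without galactose for full effect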
# PfG6PD inh = PfG6PD (Plasmodium falciparum) enzyme inhibition; PfGluPho enzyme, NADPH resazurin-diaphorase fluorescence; inhibition, % at 20 µM; 350,000 compounds, 0.78% hits;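 active means inhibition reaching at least a set limit at 20 µM in the primary screen, cut at about 59% in these data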;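 further: 0% = DMSO wells with substrate and 100% = DMSO wells lacking glucose-6-phosphate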
# SENP6 inh = inhibitors of human SENP6 protease | Q9GZR1 | Recombinant SENP6 catalytic domain, aminoluciferin luminescence | inhibition, % at 10 µM | 330,000 compounds, 1.8% hits;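 active means inhibition above about 50% at the single tested dose, limit read from the data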;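 further: plate controls were DMSO wells with enzyme for no effect and DMSO wells lacking enzyme for full effect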
# SENP8 block-1 = blocks the human protease SENP8 | Q96LD8 | purified SENP8, Z-RLRGG-aminoluciferin cleavage, luminescence | inhibition, % at 10 µM | 330,000 compounds, 1.2% hits | AID 2540; in the data active means inhibition above about 50%
# Apaf-1 inh = blocks human Apaf-1 apoptosome activity. reconstituted apoptosome caspase-3 activity, DEVD-Rh110 fluorescence. inhibition, % at 20 µM. 330,000 compounds, 0.71% hits; active means inhibition of at least 40% at 20 µM;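 further: plate controls were DMSO wells for no effect and DEVD-CHO caspase inhibitor wells for full effect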
# Target sequence (O14727 whole entry, looked up): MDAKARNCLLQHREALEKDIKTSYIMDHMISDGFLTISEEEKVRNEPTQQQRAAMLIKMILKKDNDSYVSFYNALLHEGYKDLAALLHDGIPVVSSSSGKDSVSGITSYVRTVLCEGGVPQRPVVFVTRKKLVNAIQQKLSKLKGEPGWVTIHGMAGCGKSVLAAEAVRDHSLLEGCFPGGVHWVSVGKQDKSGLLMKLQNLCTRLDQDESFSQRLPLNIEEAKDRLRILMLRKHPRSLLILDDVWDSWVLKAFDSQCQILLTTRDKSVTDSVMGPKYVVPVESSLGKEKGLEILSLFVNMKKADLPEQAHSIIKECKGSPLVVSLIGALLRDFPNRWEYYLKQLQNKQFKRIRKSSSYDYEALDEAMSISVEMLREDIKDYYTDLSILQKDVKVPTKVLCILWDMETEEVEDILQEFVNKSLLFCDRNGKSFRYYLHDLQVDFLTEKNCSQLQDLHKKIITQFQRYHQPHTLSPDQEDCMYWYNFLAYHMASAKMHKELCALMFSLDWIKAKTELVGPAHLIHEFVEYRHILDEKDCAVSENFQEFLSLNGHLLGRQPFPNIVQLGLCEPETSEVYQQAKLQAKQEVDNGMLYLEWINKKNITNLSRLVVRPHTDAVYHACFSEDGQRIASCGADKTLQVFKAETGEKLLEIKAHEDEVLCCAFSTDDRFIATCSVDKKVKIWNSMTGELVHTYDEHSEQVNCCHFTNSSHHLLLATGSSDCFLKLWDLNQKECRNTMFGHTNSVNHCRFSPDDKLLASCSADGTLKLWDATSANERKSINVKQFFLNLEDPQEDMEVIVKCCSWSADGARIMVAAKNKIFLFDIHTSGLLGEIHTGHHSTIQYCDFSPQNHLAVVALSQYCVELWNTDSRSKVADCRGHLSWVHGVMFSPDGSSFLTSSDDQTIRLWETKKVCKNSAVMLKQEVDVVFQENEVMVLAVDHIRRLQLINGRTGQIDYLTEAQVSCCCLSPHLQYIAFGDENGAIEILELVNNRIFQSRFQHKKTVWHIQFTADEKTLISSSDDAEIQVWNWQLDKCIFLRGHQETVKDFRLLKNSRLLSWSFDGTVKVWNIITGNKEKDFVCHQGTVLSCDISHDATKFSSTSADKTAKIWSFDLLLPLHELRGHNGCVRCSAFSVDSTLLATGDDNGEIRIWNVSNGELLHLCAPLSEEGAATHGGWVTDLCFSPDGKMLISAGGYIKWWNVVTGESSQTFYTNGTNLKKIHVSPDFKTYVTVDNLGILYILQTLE
#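 Assay system: Apoptosome proteins | Medium: pH 7.5 Hepes buffer with CHAPS, BSA, DTT | Also added: Cytochrome c and DEVD-Rh110 substrate | Times: 30 min plus 50 min, RT | Detection: Rhodamine 110 fluorescence at Ex 480/Em 540 nm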
# SENP8 block-2 = blocks human SENP8 cleavage of Nedd8 substrate; recombinant SENP8, Nedd8 substrate fluorescence; inhibition, % at 20 µM; 360,000 compounds, 0.64% hits; AID 602440; in the data active means inhibition mostly above about 40%, no sharp cut-off; inactive means mostly below about 27%
# HKDC1 inh = blocks human hexokinase HKDC1 activity; Q2TB90; recombinant HKDC1, G6PDH/diaphorase resazurin coupled fluorescence; inhibition, % at 20 µM; 340,000 compounds, 0.16% hits;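 active means inhibition above about 35% when tested at 20 µM, limit read from the data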;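 further: plate controls were DMSO wells with enzyme for no effect and DMSO wells lacking enzyme for full effect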
#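 Test system: recombinant HKDC1 (HK5) hexokinase enzyme, produced in-house; Amount: enzyme 5 µg/mL final; Buffer or medium: Tris pH 8.0 buffer with MgCl2, Tween-20, BSA, BME; Reagent: glucose and ATP substrates; Doses: 20 µM test compound, 1% DMSO; Incubation: 90 min reaction incubation at room temperature, dark; Detection: resorufin fluorescence at 613 nm.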
# SENP7 block = blocks the human protease SENP7 | recombinant SENP7, Z-RLRGG-aminoluciferin luminescence, 40 min | 330,000 compounds, 1.5% hits | inhibition, % at 5 µM | Q9BQF6;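 active means inhibition above about 50% at the single test dose, limit read from the data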;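 further: plate controls were DMSO with enzyme for no effect and no enzyme buffer wells for full effect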
# Numbers without * were called inactive; / = no result given.
SMILES,SENP1 inh,NLRP3 yeast inh,PfG6PD inh,SENP6 inh,SENP8 block-1,Apaf-1 inh,SENP8 block-2,HKDC1 inh,SENP7 block
O=C(Oc1ccc2ccc(OC(=O)N3CCCCCC3)cc2c1)N1CCCCCC1,1,20,-16,46,6,21,4,3,1
O=C(c1ccc(S(=O)(=O)NCC2CCCO2)cc1)N1CCN(c2cccc(Cl)c2)CC1 (stereo not given),-2,/,-3,/,/,/,6,-1,/
CCc1cccc(C)c1NC(=O)C1CCN(c2nn3c(=O)cc(C)nc3s2)CC1,0,-1,-3,-23,-13,1,-6,0,-16
O=C(c1cc(S(=O)(=O)N2CCN(c3ccccc3)CC2)ccc1Cl)N1CCCC(C(F)(F)F)C1 (stereo not given),6,17,-12,-16,-12,21,9,0,16
COc1cc(C(=O)NC(=S)Nc2ccc3oc(=O)ccc3c2)cc(OC)c1OC,2,15,4,-17,7,-18,-2,-6,-4
CCN(CC)c1ccc(C(=O)OCC(=O)Nc2cc3oc4ccccc4c3cc2OC)cc1,0,-11,-7,-17,-14,1,-29,8,-9
O=C(c1ccc(=O)[nH]c1)N1CCCc2ccccc21,1,17,-7,-11,-5,4,6,3,-5
N#Cc1cccc(C(=O)N(CCc2ccccc2)Cc2cccs2)c1,-1,1,19,-15,-6,17,-1,-2,-7
COc1cccc(NC(=O)C2CCN(c3cnccn3)CC2)c1,2,15,16,-10,12,-4,-307,-8,0
CN(C)S(=O)(=O)c1ccc(C(=O)Nc2ccc(F)cc2F)cc1,2,14,-3,-9,1,-2,-1,-4,-7
CCC1Sc2ccc(S(=O)(=O)Nc3cc(OC)cc(OC)c3)cc2NC1=O (stereo not given),-1,7,-24,-1,-6,9,11,2,6
Cc1nn(C)cc1/C=N/NC(=O)Cn1cncn1,4,13,-13,-4,-3,-10,8,-6,3
COC(=O)c1ccc(NC(CC(C)C)C(=O)OC)c([N+](=O)[O-])c1 (stereo not given),0,11,30,-8,-12,4,19,-7,-5
CN(Cc1nc(-c2cccnc2)no1)S(=O)(=O)c1ccccc1,-1,10,7,7,6,0,9,-4,5
Cc1nc(SCC(=O)Nc2ccc(F)cc2)c2oc3ccccc3c2n1,1,26,-23,-19,-12,8,16,-4,-5
CCc1ccc(/C=C2\Oc3cc(OS(C)(=O)=O)ccc3C2=O)cc1,-10,31,14,2,-13,16,-41,8,-4
Cc1ccc(-c2noc(CSc3ccccc3)n2)cc1,-2,1,15,76*,37,14,16,4,52*
O=S(=O)(c1ccc(-c2cc(C(F)(F)F)on2)s1)N1CCCC1,0,19,10,-5,0,1,17,4,1
CC(=O)N1N=C(c2ccc(C)o2)CC1c1ccc(F)cc1 (stereo not given),0,3,-9,-12,-11,2,-17,-7,-10
O=C1C=C(NC2CCCC2)CC(c2ccccc2)C1 (stereo not given),-1,0,-13,0,-7,15,7,-7,3
O=S(=O)(NCCN1CCOCC1)c1cccc(C(F)(F)F)c1,-11,10,-4,0,-9,11,11,0,12
CC(NC(=O)C1CCN(C(=O)[C@@H]2Cc3ccccc3CN2)CC1)c1ccccc1 (stereo not given in full),0,5,-17,0,-9,-4,9,-1,11
O=C1Nc2ccccc2N=C(c2ccccc2)c2ccccc21,-2,33,-11,-24,-12,-9,17,1,15
O=C(c1ccc2ccccc2n1)N1CCN(c2ccccc2O)CC1,0,-1,-1,6,-3,-3,17,-3,2
COc1ccc(-n2c(O)c(C=Nc3ccccc3)c3ccccc3c2=O)cc1OC,-34,-2,-6,9,7,-19,-20,-4,17

# At a glance, some entries already given.
SMILES,SENP1 inh,NLRP3 yeast inh,PfG6PD inh,SENP6 inh,SENP8 block-1,Apaf-1 inh,SENP8 block-2,HKDC1 inh,SENP7 block
COc1cccc(NC(=O)C2CCN(c3cnccn3)CC2)c1,2,15,16,-10,12,-4,-307,-8,0
CN(C)S(=O)(=O)c1ccc(C(=O)Nc2ccc(F)cc2F)cc1,2,14,-3,-9,1,-2,-1,-4,-7
CCC1Sc2ccc(S(=O)(=O)Nc3cc(OC)cc(OC)c3)cc2NC1=O (stereo not given),-1,7,-24,-1,-6,9,11,2,6
Cc1nn(C)cc1/C=N/NC(=O)Cn1cncn1,4,13,-13,-4,-3,-10,8,-6,3
COC(=O)c1ccc(NC(CC(C)C)C(=O)OC)c([N+](=O)[O-])c1 (stereo not given),0,11,30,-8,-12,4,19,-7,-5
CN(Cc1nc(-c2cccnc2)no1)S(=O)(=O)c1ccccc1,-1,10,7,7,6,0,9,-4,5
Cc1nc(SCC(=O)Nc2ccc(F)cc2)c2oc3ccccc3c2n1,1,26,-23,-19,-12,8,16,-4,-5
CCc1ccc(/C=C2\Oc3cc(OS(C)(=O)=O)ccc3C2=O)cc1,-10,31,14,2,-13,16,-41,8,-4
Cc1ccc(-c2noc(CSc3ccccc3)n2)cc1,-2,1,15,76*,37,14,16,4,52*
O=S(=O)(c1ccc(-c2cc(C(F)(F)F)on2)s1)N1CCCC1,0,19,10,-5,0,1,17,4,1
CC(=O)N1N=C(c2ccc(C)o2)CC1c1ccc(F)cc1 (stereo not given),0,3,-9,-12,-11,2,-17,-7,-10
O=C1C=C(NC2CCCC2)CC(c2ccccc2)C1 (stereo not given),-1,0,-13,0,-7,15,7,-7,3
O=S(=O)(NCCN1CCOCC1)c1cccc(C(F)(F)F)c1,-11,10,-4,0,-9,11,11,0,12
CC(NC(=O)C1CCN(C(=O)[C@@H]2Cc3ccccc3CN2)CC1)c1ccccc1 (stereo not given in full),0,5,-17,0,-9,-4,9,-1,11
O=C1Nc2ccccc2N=C(c2ccccc2)c2ccccc21,-2,33,-11,-24,-12,-9,17,1,15
O=C(c1ccc2ccccc2n1)N1CCN(c2ccccc2O)CC1,0,-1,-1,6,-3,-3,17,-3,2

# (next part)
SMILES,SENP1 inh,NLRP3 yeast inh,PfG6PD inh,SENP6 inh,SENP8 block-1,Apaf-1 inh,SENP8 block-2,HKDC1 inh,SENP7 block
COc1ccc(N2COC3c4cccc5cccc(c45)C32)cc1 (stereo not given),-4,-2,29,12,5,21,9,9,5
Cc1ccc(-n2c(CNc3ccc(F)cc3)nnc2SCC(=O)N2CCOCC2)cc1,1,6,-33,-15,-13,10,26,3,-9
O=S(=O)(c1ccccc1)N1CN(c2ccc(F)cc2F)c2nc3ccccc3nc21,-5,3,15,-4,1,11,-166,-4,5
O=C(O)Cc1csc(NC(=O)CSc2nnnn2-c2ccc(O)cc2)n1,-2,9,-10,0,2,-17,29,3,-1
Cn1c(=O)n(Cc2ccccc2)c(=O)c2c1nc(NCC1CCCO1)n2Cc1ccccc1 (stereo not given),1,0,3,-8,1,9,16,-8,5
CCN1C(=O)c2ccc(-c3nc4ccccc4c(=O)o3)cc2C1=O,2,29,-12,2,4,8,-24,4,-3
CC(=O)Nc1ccc(Nc2nc(-c3c(C)nc4ccccn34)cs2)cc1,-7,20,22,3,3,-17,-264,-16,3
O=C(CCN1CCN(c2ccccc2)CC1)NNC(=O)Cc1ccc(Br)cc1,3,14,-16,-4,-3,9,12,2,4
CCOc1ccc(NC(=O)C2CCN(C(=O)C3CC(=O)N(c4ccc(C)cc4)C3)CC2)cc1 (stereo not given),1,8,-5,12,4,4,2,-7,3
CCc1ccc(NC(=O)CN(c2ccc(OC)cc2)S(=O)(=O)c2c(C)nn(C)c2C)cc1,1,10,0,-3,0,8,6,-2,-6
COc1cc(/C=N/NC(=O)C(=O)/C=C2\NC3(CCCC3)Cc3ccccc32)ccc1O,-1,-10,28,-8,-6,21,6,-11,-8
CCCCn1c(N)c(N(CCC(C)C)C(=O)CCCc2nc3ccccc3s2)c(=O)[nH]c1=O,-9,-5,3,-10,0,14,-10,-3,-15
NS(=O)(=O)c1ccc(NC(=O)CSc2nnc3n2CCCCC3)cc1,2,0,-2,-13,0,-6,15,-7,-5
COc1ccc(NC(=O)Nc2c(SC)nsc2SC)cc1,3,-3,-2,-5,3,-3,16,-4,4
COc1ccc(N(CC(=O)NC2CCCCCC2)S(=O)(=O)c2ccc(C)cc2)cc1OC,5,11,7,-15,6,1,8,-4,-1
CCNC(=O)CCCOc1ccc(Cl)cc1Cl,2,7,12,6,2,-2,8,16,1
O=C(CSc1nc(=O)n2cc(Cl)ccc2n1)Nc1ccc2c(c1)OCCO2,-10,-6,15,-4,-5,1,5,8,0
Cc1ccccc1OCCC(=O)OCC(=O)NCCc1ccc(S(N)(=O)=O)cc1,1,-4,0,-9,-9,7,-11,-3,-2
CCOC(=O)c1cc2c(c(CSc3nc4ccccc4c(=O)n3Cc3ccco3)c1)OCOC2,2,-2,8,6,-5,6,18,-9,-7
CN(c1ccc(OCC(=O)OCC(=O)Nc2ccc(F)cc2)cc1)S(=O)(=O)c1ccc(Cl)cc1,1,7,-5,-3,5,6,12,-12,4
Cc1cc(NC(=O)CN(C)CC(=O)Nc2ccc(Cl)cc2)no1,0,3,-6,-17,-5,-1,12,1,-1
CC(C)(C)NCC(O)COc1cccc2c1CCC(=O)N2 (stereo not given),2,-1,-5,-3,-5,-2,9,-4,2
